Assay outcomes from PubChem.
SIRT5 block: inhibitors of human sirtuin-5 desuccinylase; Q9NXA8; Purified SirT5, succinyl-peptide AMC, trypsin-coupled fluorescence; inhibition, % at 15 µM; hit rate 1.1% among 330,000; AID 652115; in the data active = inhibition above about 15%
Target sequence (Q9NXA8 whole entry, looked up): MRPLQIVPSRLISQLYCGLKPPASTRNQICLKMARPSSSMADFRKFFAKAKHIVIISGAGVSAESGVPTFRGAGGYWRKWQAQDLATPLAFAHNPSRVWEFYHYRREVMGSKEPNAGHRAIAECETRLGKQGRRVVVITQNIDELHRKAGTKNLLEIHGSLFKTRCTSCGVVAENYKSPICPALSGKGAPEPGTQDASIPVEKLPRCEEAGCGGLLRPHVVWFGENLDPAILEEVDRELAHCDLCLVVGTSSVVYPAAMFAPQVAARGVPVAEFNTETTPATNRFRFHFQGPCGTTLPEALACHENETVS
esBAF inh: blocks esBAF chromatin remodeling in mouse ES cells | hit rate 2% among 350,000 | Bmi1-luciferase knock-in reporter, 24 h; 100% = twice the neutral-well signal | reporter increase, % at 12.5 µM; in the data active = activation above about 40%;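 note: 0% = median of the plate's neutral control wells and 100% = double that signal; a rise in the Bmi1 reporter signal indicates esBAF inhibition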
miR-122 sensor: miR-122 inhibition in Huh7 cells; activation (reporter increase), % at 12.5 µM; hit rate 0.3% among 340,000; Huh7 miR-122 Renilla luciferase sensor, 48 h; neutral wells = 0, positive control = 100; AID 602342;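 active = mean replicate activation score at least 90 and every replicate individually at or above 90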;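 note: higher luciferase means less miR-122 activity so hits act as miR-122 inhibitors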
Cneo AK release: causes C. neoformans cell lysis. adenylate kinase release luminescence, 4 h; normalised: neutral wells 0, clomiphene wells 100. lysis activity, % at 15 µM. hit rate 0.2% among 360,000;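 active = mean lysis activity across replicates of at least 80%, whatever share of replicates individually reach that level; inactive = mean lysis activity below 80%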
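Schedule: static 4 h at 37 °C with compound, 1 h detection; system: C. neoformans cells; benchmarks: Clomiphene as positive control; buffer or medium: fresh YPD medium; measure: luminescence rise reflecting yeast cell lysis; measured by: luminescent adenylate kinase detection reagent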
C2C12 statin: protects C2C12 myotubes from simvastatin toxicity | ATP luminescence, 48 h; scaled: DMSO 0, geranylgeraniol control 100 | rescue of ATP level, % at 7.49 µM | hit rate 0.78% among 330,000 | AID 602340;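 active = mean ATP rescue above about 67%, or every replicate alone reaching that limit, limit read from the data, passing the limit was not always enough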;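 note: myotubes were challenged with 10 µM simvastatin during compound exposure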
ARNT-TACC3 inh: disrupts binding between human ARNT and TACC3. Q9Y6A5. AlphaScreen His-ARNT PAS-B/GST-TACC3 binding, luminescence; TACC3 fragment carries E629A point mutation. inhibition, % at 9.99 µM. hit rate 0.66% among 390,000. AID 623870;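 active = mean inhibition of replicates at least 50% and at least half of replicates each reaching 50%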;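 note: 0% = complete ARNT plus TACC3 wells and 100% = ARNT alone without TACC3; many hits fall short of the cut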
ERp5 block: blocks human ERp5 reductase activity on insulin; ERp5 insulin aggregation, absorbance 650 nm, 90 min; inhibition, % at 9.99 µM; hit rate 0.05% among 350,000;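 active = mean replicate inhibition above about 25%, with every replicate also reaching it, limit read from the data, passing the limit was not always enough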
Target sequence (Q15084 whole entry, looked up): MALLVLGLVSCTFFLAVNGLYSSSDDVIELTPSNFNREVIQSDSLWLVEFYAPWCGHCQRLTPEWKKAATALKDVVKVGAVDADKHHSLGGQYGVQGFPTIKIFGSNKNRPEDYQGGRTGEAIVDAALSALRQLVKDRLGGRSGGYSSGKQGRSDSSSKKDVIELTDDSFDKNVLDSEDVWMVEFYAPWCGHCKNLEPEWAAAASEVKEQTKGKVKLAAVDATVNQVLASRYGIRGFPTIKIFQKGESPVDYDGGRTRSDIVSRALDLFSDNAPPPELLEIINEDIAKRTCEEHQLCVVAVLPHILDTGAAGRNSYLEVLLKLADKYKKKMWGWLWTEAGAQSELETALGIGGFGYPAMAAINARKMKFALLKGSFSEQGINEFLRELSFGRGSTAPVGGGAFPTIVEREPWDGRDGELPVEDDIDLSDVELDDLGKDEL
* marks the source's active call; other numbers are inactive results; x = not tested or not shown; [ ] = remark or other dose. This is a random part of the collection, and some 4% of all compounds hit somewhere here.

The opening 4 records (preview)
mol,C2C12 statin,Cneo AK release,ARNT-TACC3 inh,ERp5 block,miR-122 sensor,esBAF inh,SIRT5 block
c1ccc(COc2ncnc3c2ncn3CCCNCc2cccs2)cc1,-2,-3,x,-2,2,11,x
CN(CC(=O)NC(=O)NC1CCCCC1)Cc1ccccc1,-10,1,1,x,11,34,-4
CCc1ccc(-c2cc(C(F)(F)F)n3nc(C(=O)Nc4c(C)nn(Cc5ccccc5C)c4C)cc3n2)s1,-61,x,-19,x,0,-6,x
CO[C@@H]1CN(C)C(=O)c2ccc(NC(=O)Nc3ccccc3F)cc2OC[C@H](C)NC[C@H]1C,15,-5,3,4,10[16.7 µM],8,-5

Results, repeating the preview:
mol,C2C12 statin,Cneo AK release,ARNT-TACC3 inh,ERp5 block,miR-122 sensor,esBAF inh,SIRT5 block
c1ccc(COc2ncnc3c2ncn3CCCNCc2cccs2)cc1,-2,-3,x,-2,2,11,x
CN(CC(=O)NC(=O)NC1CCCCC1)Cc1ccccc1,-10,1,1,x,11,34,-4
CCc1ccc(-c2cc(C(F)(F)F)n3nc(C(=O)Nc4c(C)nn(Cc5ccccc5C)c4C)cc3n2)s1,-61,x,-19,x,0,-6,x
CO[C@@H]1CN(C)C(=O)c2ccc(NC(=O)Nc3ccccc3F)cc2OC[C@H](C)NC[C@H]1C,15,-5,3,4,10[16.7 µM],8,-5
COCCNC(=O)c1ccccc1NC(=O)COc1ccccc1,1,2,-1,x,-3,-8,x
CCN1C(=O)C(=O)N(CC(=O)N(C)CC(=O)Nc2ccccc2Cl)C1=O,x,x,-2,24,-3,x,-7
COc1ccc(-c2nc3ccccn3c2C=O)cc1,x,-1,-6,x,0,x,x
COC(=O)C[C@@H]1C[C@H]2c3cc(N)ccc3O[C@H]2[C@H](CO)O1,-1,1,8,4,2[16.7 µM],-2,3
O=C(c1ccc(F)cc1)N1CC[C@@H]2[C@H]1c1cc(C#Cc3ccccc3F)ccc1N[C@@H]2CO,34,-18,-2,x,0[16.7 µM],4,x
CO[C@H](CN(C)S(=O)(=O)c1ccc(F)cc1)[C@H](C)CN(Cc1ccccc1Cl)[C@@H](C)CO,-17,68,-6,2,x,1,-4
CO[C@H]1CN(C)C(=O)c2ccc(NC(=O)C3CC3)cc2OC[C@@H](C)N(Cc2ccccc2)C[C@H]1C,12,0,-3,0,3[16.7 µM],1,3
CCCCSc1nnc(CCNC(=O)OC(C)(C)C)o1,x,2,-8,0,-3,x,0
CC(=O)COc1ccc2c(c1C)O/C(=C\c1ccco1)C2=O,36,-5,2,1,-5,61*,9
CC(Sc1nc2ccc(Br)cc2[nH]1)C(=O)O (stereo not drawn),-14,-6,-9,x,-3,-4,x
NC(=S)c1ccc[n+]([O-])c1,-4,1,-5,2,8,-2,x
C[C@H](CO)N1C[C@H](C)[C@H](CN(C)C(=O)Nc2ccc(F)cc2)Oc2c(cccc2N(C)C)C1=O,2,-1,-6,10,-2[16.7 µM],1,7
COc1ccccc1NC(=O)CSc1nnc(-c2ccccc2)o1,12,2,-4,2,-1,29,0
O=C(CN1C(=O)c2ccccc2C1=O)OCc1nc2ccsc2c(=O)[nH]1,2,1,-11,-1,-5,-9,0
CCCOCC(O)CC(Cc1ccccc1)C(=O)NN (stereo not drawn),x,x,-3,-3,x,x,-4
CN(C)c1nc(N)c2nccnc2n1,1,1,1,3,-3,-2,x
COc1ccc(N2C(=O)C3C(c4ccc(C(=O)O)cc4)NC(Cc4ccccc4)(C(=O)O)C3C2=O)c([N+](=O)[O-])c1 (stereo not drawn),x,x,0,1,x,x,-2
CCOC(=O)COc1ccccc1/C=N/Nc1nnc2c3ccccc3n(C)c2n1,x,0,x,1,5,x,-1
CSCc1c(C(=O)Nc2ccc3c(c2)OCO3)oc2ccccc12,0,-2,x,2,8,31,-1
CN(Cc1cccs1)CC(O)COCc1ccco1 (stereo not drawn),4,35,-10,x,-3,-4,x
CO[C@H]1CN(C)C(=O)c2cc(NC(=O)C3CC3)ccc2OC[C@@H](C)N(Cc2cccc(F)c2)C[C@H]1C,15,-4,-6,6,x,-5,0
Cc1ccc(C(=O)CCC(=O)Nc2cccc(C(F)(F)F)c2)cc1C,-2,-2,2,x,-1,-1,x
Cc1cc(C)n2[nH]c(=O)c(N=Nc3cccc(C(F)(F)F)c3)c2n1,-22,1,7,x,2,-3,x
Cc1nc(SCC(=O)N(CC(C)C)C2CCS(=O)(=O)C2)c(C#N)c(C)c1C (stereo not drawn),x,x,-3,-2,x,x,-1
CCC(=O)Nc1ccc2c(c1)C(=O)N(C)[C@H]1CC[C@@H](CC(=O)NCc3ccc(OC)cc3)O[C@H]1CO2,-32,1,-1,9,26[16.7 µM],-2,-1
COc1ccc(CN(C)C[C@H]2Oc3ccc(NC(=O)NC4CCCCC4)cc3C(=O)N([C@H](C)CO)C[C@H]2C)cc1,3,3,4,-2,6[16.7 µM],-5,-4
CCN(CC)CCC(c1cc(OC)c(OC)c(OC)c1)c1c(OC)cc(OC)c2c(C)cc(=O)oc12 (stereo not drawn),3,1,2,-3,-2,-4,-1
CCN1[C@@H]2c3ccc(-c4cccc(OC)c4)c(=O)n3C[C@@H]2[C@@H](CO)[C@@H]1C(=O)OC,4,-6,-1,x,-5[16.7 µM],8,-3
CC(=O)Nc1ccc2sccc2c1,x,x,2,3,x,x,-11
O=C(CN1CCN(CC(=O)Nc2ccc(OCc3ccccc3)cc2)CC1)Nc1ccc(F)cc1,-2,1,2,12,x,-16,0
Cc1cccnc1C(NC(=O)C1CCN(CCCc2ccccc2)CC1)c1ccc(Cl)cc1 (stereo not drawn),-10,1,x,5,-24,-8,2
O=C(COc1ccc(Br)cc1)N(Cc1cccs1)C1CCS(=O)(=O)C1 (stereo not drawn),-2,-1,1,2,-4,1,0

4 of the entries above in order of their number in ERp5 block, low to high:
Molecule	ARNT-TACC3 inh	ERp5 block	miR-122 sensor	esBAF inh	SIRT5 block
CCCOCC(O)CC(Cc1ccccc1)C(=O)NN (stereo not drawn)	-3	-3	x	x	-4
CO[C@H](CN(C)S(=O)(=O)c1ccc(F)cc1)[C@H](C)CN(Cc1ccccc1Cl)[C@@H](C)CO	-6	2	x	1	-4
C[C@H](CO)N1C[C@H](C)[C@H](CN(C)C(=O)Nc2ccc(F)cc2)Oc2c(cccc2N(C)C)C1=O	-6	10	-2[16.7 µM]	1	7
CCN1C(=O)C(=O)N(CC(=O)N(C)CC(=O)Nc2ccccc2Cl)C1=O	-2	24	-3	x	-7

The results go on:
mol,C2C12 statin,Cneo AK release,ARNT-TACC3 inh,ERp5 block,miR-122 sensor,esBAF inh,SIRT5 block
O=C(C[C@@H]1C/C=C\C[C@H](NC(=O)OCC2c3ccccc3-c3ccccc32)C(=O)OC[C@H]2CCCN2C1=O)NCCO,-10,6,-6,x,x,-25,x
C[C@@H]1CN([C@H](C)CO)C(=O)c2cc(NC(=O)CCCN(C)C)ccc2O[C@@H](C)CCCCO[C@@H]1CN(C)S(=O)(=O)c1cccs1,x,39,35,1,4[16.7 µM],-3,-2
O=c1oc(CCCO)cc2ccc(Br)cc12,2,-4,-6,1,1,3,6
CCC(=O)Nc1cccc(C2=NOC3(C2)C[C@@H](C(N)=O)N(C(=O)CC)C3)c1 (stereo partly drawn),12,-3,20,-4,-1,-8,x
Cc1nnc(-c2cnn(C)c2N)n1CCCN1CCOCC1,0,1,1,-1,0,9,-2
Cc1cccc(NC(=O)CSc2nc3nc(C)cc(C)c3c(=O)[nH]2)c1,-1,-2,-3,x,-1,-4,x
O=C(Oc1cccc(OC(=O)N2CCCCC2)c1)N1CCCCC1,-10,0,-2,-7,0,16,-19
O=C(NC1CCCCC1)N[C@H]1C=C[C@H](CC(=O)N2CCOCC2)O[C@H]1CO,1,0,3,-3,x,-2,4
O=C(Nc1ccc(CN2CCCCC2)cc1)Nc1ccccc1Cl,x,x,5,-10,x,x,-1
Cc1cc(=O)oc2cc(OCC(=O)NCCc3ccccc3)ccc12,12,3,x,-2,2,0,-6
COc1cc(S(=O)(=O)Nc2ccccc2C(=O)N2CCCCC2)ccc1NC(C)=O,-8,0,-17,2,23,-3,-6
CN(C)CCNC(=O)c1scc2c1CCCC2,6,x,0,0,-5,6,x
CCOC(=O)c1c(C)n(CC(O)CN(C)C)c2cc(Br)c(OC)cc12 (stereo not drawn),x,x,5,4,x,x,3
Cc1ccc(S(=O)(=O)NCCn2nc(C)nc2C)cc1,23,0,15,3,-1,-1,-1
O=C(NNC(=O)c1ccccc1-n1cccc1)c1ccc(F)cc1,x,x,-3,0,x,x,-3
Fc1ccccc1-c1n[nH]c(=S)n1Cc1ccccc1,6,12,-6,-2,14,1,-6
CC(NC(=O)/C(C#N)=C/c1cn[nH]c1-c1ccccc1)c1ccccc1 (stereo not drawn),8,0,0,-5,2,1,4
CCN1CCN(C(=O)Nc2cccc(C(F)(F)F)c2)CC1,-8,5,26,x,0,-7,x
CN1CCc2c(sc3nc(SCC(=O)N4CCOCC4)n(-c4ccc(Cl)cc4)c(=O)c23)C1,-1,0,2,-10,8,2,2
COc1ccc(S(=O)(=O)NCc2ccc3c(c2)OCO3)cc1C,-3,1,-15,-5,9,0,-2
CCC(NC(=O)c1ccccc1NC(=O)c1ccco1)C(=O)O (stereo not drawn),-10,1,5,x,-3,6,x
CCC(=O)N1CCN(c2ccc(NC(=O)c3c(F)c(F)c(OC)c(F)c3F)cc2)CC1,-25,-1,-5,x,2,-6,x
C[C@H](CO)N1C[C@H](C)[C@H](CN(C)Cc2ccccc2)Oc2ncc(C3=CCCCC3)cc2C1=O,47,2,5,7,3[16.7 µM],3,-19
COc1ccc(-c2cnc3c(c2)C(=O)N([C@@H](C)CO)C[C@H](C)[C@H](CN(C)C(=O)Cc2ccccc2)O3)cc1,31,2,-1,-3,4[16.7 µM],-2,-2
O=[N+]([O-])c1cccc(-c2cc(-c3cc(Br)ccc3O)[nH]n2)c1,-56,1,x,0,-3,4,1
CCn1c(SCC(=O)Nc2ccc(OC)c(S(=O)(=O)N3CCCCC3)c2)nnc1C1CC1,9,-1,-7,-1,-7,4,-1
Cc1cc(N2CCN(c3nc4ccccc4s3)CC2)n2ncnc2n1,x,4,30,x,-19,x,x

Three compounds out of the list, ordered by formula weight, ascending.
mol,C2C12 statin,Cneo AK release,ARNT-TACC3 inh,ERp5 block,miR-122 sensor,esBAF inh,SIRT5 block
CCN1CCN(C(=O)Nc2cccc(C(F)(F)F)c2)CC1,-8,5,26,x,0,-7,x
Cc1cc(N2CCN(c3nc4ccccc4s3)CC2)n2ncnc2n1,x,4,30,x,-19,x,x
CCC(=O)N1CCN(c2ccc(NC(=O)c3c(F)c(F)c(OC)c(F)c3F)cc2)CC1,-25,-1,-5,x,2,-6,x
